# CHO-K1 Ca ag: nonselective activator or artifact in parental CHO-K1 cells. Fluo-8 calcium fluorescence; scaled to maximal ATP response, vehicle zero. activation, % at 3 µM. 360,000 compounds, 0.48% hits. AID 602248; in the data active = activation above about 15%;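 also: untransfected CHO-K1 host cells lacking M1 receptor as counterscreen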
# M1 PAM: positive allosteric modulators of human M1 muscarinic receptor; P11229; CHO-K1 hM1, Fluo-8 calcium fluorescence, ACh EC20; 0% = ACh EC20, 100% = maximal ACh; activation, % at 3 µM; 360,000 compounds, 0.088% hits; in the data active = activation above about 19%, passing the limit was not always enough
# M1 ag: agonists of human M1 muscarinic receptor; P11229; CHO-K1 hM1, Fluo-8 calcium fluorescence, agonist mode; 0% DMSO, 100% acetylcholine EC100; activation, % at 3 µM; 360,000 compounds, 0.33% hits;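 active = activation above the run's mean compound activation plus 3 SD, cut at about 16% in these data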;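 also: peak over basal fluorescence ratio within a 140 s kinetic read after compound addition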
# OXTR potentiator: human OXTR potentiation | CHO-OTR cells, Fluo-8 calcium fluorescence, potentiator mode; 0% = oxytocin EC15, 100% = EC100 | activation, % at 3 µM | 320,000 compounds, 0.061% hits;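 active = activation above that plate's cutoff, the mean activation of tested compounds plus 3 SD, cut at about 6.6% in these data, passing the limit was not always enough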;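 also: 100% uses oxytocin at 75 nM as the full agonist control; some results filed as inactive read as strong as hits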
# Target sequence (P30559 whole entry, looked up): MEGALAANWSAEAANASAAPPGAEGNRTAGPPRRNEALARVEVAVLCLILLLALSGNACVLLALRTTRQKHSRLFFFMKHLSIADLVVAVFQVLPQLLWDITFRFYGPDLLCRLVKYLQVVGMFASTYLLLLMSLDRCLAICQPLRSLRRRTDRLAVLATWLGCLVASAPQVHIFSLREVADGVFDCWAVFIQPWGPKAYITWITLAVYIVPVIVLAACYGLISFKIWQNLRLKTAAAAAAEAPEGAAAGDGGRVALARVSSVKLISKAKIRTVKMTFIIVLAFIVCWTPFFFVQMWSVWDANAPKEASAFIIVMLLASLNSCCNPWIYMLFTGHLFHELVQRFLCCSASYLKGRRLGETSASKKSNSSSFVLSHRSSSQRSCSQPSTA
#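 Assay system: CHO cell line stably expressing human OTR. Reagent: EC15 oxytocin agonist. Dosing: single dose, 3.0 µM nominal final compound concentration. Timing: compound 6 min at room temperature before oxytocin, 100 s read. Signal: kinetic Fluo-8 calcium fluorescence. Controls: oxytocin EC15 low and EC100 high.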
# CHRM4 antagonist: antagonists of human muscarinic M4 receptor (CHRM4); inhibition, % at 3 µM; P08173; AID 624125; 360,000 compounds, 0.73% hits; CHO-hM4 cells, ACh EC80, Fluo-8 calcium fluorescence;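 active = inhibition above its plate's cutoff, the mean inhibition of sample wells plus 3 SD, cut at about 27% in these data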;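 also: 0% = acetylcholine EC80 with DMSO and 100% = DMSO without agonist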
# Target sequence (P08173 whole entry, looked up): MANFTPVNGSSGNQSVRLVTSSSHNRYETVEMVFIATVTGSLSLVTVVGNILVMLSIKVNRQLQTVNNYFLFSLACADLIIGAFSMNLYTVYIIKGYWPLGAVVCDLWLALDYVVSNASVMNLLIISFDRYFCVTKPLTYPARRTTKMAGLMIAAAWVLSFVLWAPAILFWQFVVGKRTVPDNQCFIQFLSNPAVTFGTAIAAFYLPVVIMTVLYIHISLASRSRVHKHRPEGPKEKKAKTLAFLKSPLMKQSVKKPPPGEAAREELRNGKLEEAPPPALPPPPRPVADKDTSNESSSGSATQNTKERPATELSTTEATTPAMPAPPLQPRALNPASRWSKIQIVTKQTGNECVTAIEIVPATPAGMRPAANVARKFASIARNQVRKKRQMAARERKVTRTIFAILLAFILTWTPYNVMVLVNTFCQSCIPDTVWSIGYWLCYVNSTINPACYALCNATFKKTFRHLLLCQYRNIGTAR
# CHO-K1 Ca antag: nonselective inhibitor or artifact in parental CHO-K1 cells | ATP-induced calcium, Fluo-8 fluorescence | inhibition, % at 3 µM | 360,000 compounds, 0.6% hits;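 active = inhibition above a per-plate cutoff, the plate's mean sample inhibition plus 3 SD, cut at about 24% in these data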;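 also: 0% = DMSO plus EC80 ATP and 100% = DMSO alone without ATP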
# CHRM4 agonist: CHRM4 agonism in calcium assay | CHO-K1 hM4/Gqi5, Fluo-8 calcium fluorescence; vehicle 0%, full acetylcholine response 100% | activation, % at 3 µM | 360,000 compounds, 0.14% hits | AID 624127;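 active = activation above the run mean over all test wells plus 3 SD, cut at about 32% in these data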;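 also: peak over basal fluorescence ratio per well then scaled between controls; 0% = DMSO wells and 100% = acetylcholine at EC100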
# CHRM1 antagonist: blocks human M1 muscarinic receptor; CHO-K1 hM1, Fluo-8 calcium fluorescence, ACh EC80 antagonist; inhibition, % at 3 µM; P11229; 360,000 compounds, 1.3% hits;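 active = percent inhibition above its own plate's cutoff, namely the mean of that plate's compound wells plus 3 SD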;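 also: peak over basal fluorescence ratio during 140 s after agonist addition; 0% = ACh EC80 plus DMSO and 100% = DMSO alone without agonist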
# CHO parental Ca: counter-screen for OX1R antagonists: effect in parental CHO cells. parental CHO-K1, ATP-induced calcium, Fluo-8 fluorescence. inhibition, % at 5.6 µM. 330,000 compounds, 0.63% hits;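 active = inhibition above that plate's mean sample inhibition plus 3 SD, cut at about 26% in these data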;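 also: 0% = ATP-challenged DMSO wells and 100% = DMSO wells without ATP; some compounds past the cut are filed as inactive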
#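 Assay system: untransfected parental CHO cell line. Also added: ATP agonist challenge. Dosing: one dose, 5.6 µM nominal. Measured by: Fluo-8 fluorescence. Read-out: % inhibition. Benchmarks: ATP wells versus no-ATP DMSO wells. Repeats: no replicates.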
# Starred values were filed as active, the others as inactive; x = not tested or not shown.
SMILES,CHO-K1 Ca ag,M1 PAM,M1 ag,OXTR potentiator,CHRM4 antagonist,CHO-K1 Ca antag,CHRM4 agonist,CHRM1 antagonist,CHO parental Ca
Nc1ccc(C(=O)C(=O)c2ccc(N)cc2)cc1,1.0,2,0,-1,-4,-9,1,3,0
CCN1CCCC(OC(=O)Nc2ccccc2)C1 (stereo not given),0.4,-4,-6,-12,4,-9,0,-13,-6
COC(=O)CCC(=O)Nc1cc(Cl)cc(Cl)c1,-0.3,10,-4,-5,0,7,2,-2,0
O=C(O)CN(Cc1ccccc1)S(=O)(=O)c1ccc(F)cc1,-0.1,-2,-4,-18,3,3,0,2,7
CC(C)(C)OC(=O)NC(CCNC=C1C(=O)OC(C)(C)OC1=O)C(=O)O (stereo not given),0.7,5,-5,-3,-4,-1,0,-2,-6
COc1ccccc1C(=O)NC1CC2CCC(C1)N2Cc1ccccc1 (stereo not given),0.4,-16,-10,-2,17,-2,0,17,-10
O=C(Nc1ccc2c(c1)OCO2)c1nn(-c2ccccc2)c(=O)c2ccccc12,0.1,0,-3,-7,-1,-1,1,8,-19
O=C(CNC(=O)C12CC3CC(CC(C3)C1)C2)NC1=NCCS1,-0.1,-8,-2,-3,3,22,0,9,-7
O=C(COC(=O)c1ccc(Cl)nc1)Nc1c(Cl)cccc1C(F)(F)F,0.5,17,4,-8,-3,4,1,-12,-6
Cc1ccc(C(=O)CSc2nc3ccccc3c(=O)[nH]2)cc1C,0.5,-3,-9,-13,-6,17,1,3,-29
CC(C)(C)C1=C(C#N)C(c2cccnc2)C(C#N)=C(N)O1 (stereo not given),0.1,8,-6,0,0,2,1,-4,-1
CN(c1ccccc1N(C)S(=O)(=O)c1ccccc1)S(=O)(=O)c1ccccc1,2.0,9,-1,-6,2,-10,1,-15,-7
Cc1nnc2n1N=C(c1ccc(F)cc1F)CS2,-0.2,8,-6,-1,-1,0,0,-4,-9
Cc1nccc2[nH]c(=O)c(C(=O)NC3CCCCC3C)cc12 (stereo not given),0.0,5,2,0,2,-6,0,-2,-16
COc1ccc(C)cc1N(C(=O)c1snc(C(N)=O)c1N)C(C(=O)NC1CCCCC1)c1ccc(C)o1 (stereo not given),-0.6,2,-5,x,3,2,-1,-4,x
COc1ncnc2c1ncn2CCCN[C@H](C)c1cccc2ccccc12,0.4,4,-6,x,-15,-6,1,-5,x
COCCNC(=O)C(OC(=O)c1nsc(Cl)c1Cl)C(C)C (stereo not given),1.3,5,-9,-10,6,-4,6,-12,-19
O=C(Cn1c(CN2CCCCC2)nc2ccccc2c1=O)NC1CCCCC1,0.0,5,-7,-1,-15,-7,-1,-8,6
COc1ccc(C(=O)N(Cc2ccccc2)Cc2cc3cc4c(cc3[nH]c2=O)OCCO4)cc1,0.0,-6,-4,-9,7,-9,0,10,-9
O=C(O)COc1ccccc1/C=N/NC(=O)CN1CCN(S(=O)(=O)c2ccc(Br)cc2)CC1,0.1,7,-1,-12,-2,-20,1,-19,-3
Cc1cc(C(F)F)nn1CC(=O)NCc1ccccc1F,0.1,4,-1,-15,-5,8,1,-7,0
COc1ccc2c(c1)CCC/C2=N/OC(=O)c1ccccc1OC,0.4,9,-1,-5,-11,-3,2,-3,-23
CC(C)(C)C(=O)c1c(N)[nH]c(C(=O)c2ccccc2)c1-c1ccc(Cl)cc1,0.0,x,x,x,-10,-20,1,x,x
COC(=O)C1CCN(c2cc(=O)n(C3CCCCC3)c(=O)[nH]2)CC1,0.5,4,-2,-10,7,-3,1,-8,-12
COc1cc(N)c(Cc2nccc3cc(OC)c(OC)cc23)cc1OC,0.4,12,-9,-4,-4,-8,2,-9,-24
Cc1cccc[n+]1CC(=O)c1ccccc1,0.2,1,-10,-17,-2,-6,1,1,-4
Cn1c(=O)c2cc(S(=O)(=O)NC(Cc3ccccc3)C(=O)NCC3CCCO3)ccc2n(C)c1=O (stereo not given),0.5,12,-6,-17,-9,-18,2,-14,4
Cc1ccc(NC(=O)c2nc(S(=O)(=O)Cc3ccccc3C)ncc2Cl)cc1C,-0.1,7,-3,-9,36*,26*,5,10,40*
Cc1ccc(C(=O)N2CC(=O)Nc3ccc(C)cc3C2c2ccccc2)cc1 (stereo not given),0.9,19,3,x,-19,1,5,-13,x
C=CCC[C@H](Cc1ccc(F)cc1)C(=O)OC[C@H](C)NC(=O)[C@H](CC=C)CC(=O)NCCO,0.5,5,-3,3,-5,-12,4,-11,-19
O=C(CSc1nc(=O)n(CCN2CCOCC2)c2c1CCCC2)Nc1ccc([N+](=O)[O-])cc1,-0.7,-3,-8,-7,-1,0,2,-5,-32
CCOC(=O)c1c(NC(=O)CSc2nnc(-c3ccccc3C)n2C)sc(C(C)=O)c1C,1.8,-19,-4,-6,8,21,2,46*,-25
CCCc1nc(SC)[nH]c(=O)c1C,1.4,5,-4,1,-3,-4,4,-8,-4
COc1cc(C2C3CN(C)CC=C3C(C#N)=C(N)C2(C#N)C#N)ccc1OC(C)C (stereo not given),1.7,3,-2,-8,-10,-13,3,-2,-12
CCOC(=O)CSCC(=O)Nc1cc(C)ccc1C,0.5,6,-3,-2,-13,-30,0,-10,-11
CCOc1cccc(-n2nnnc2-c2ccc(OC)cc2)c1,0.4,-1,-5,-8,1,-14,0,-12,-10
Cc1cc(=O)[nH]c(SC(C)C(=O)Nc2cccc3ccccc23)n1 (stereo not given),0.3,2,-6,-9,-15,-8,1,0,-6
Cc1ccsc1/C=N/NC(=O)Cc1ccc([N+](=O)[O-])cc1,4.2,4,-3,-16,-6,-14,4,-8,8
CCS(=O)(=O)N1CCCC(C(=O)NCCCN2CCCC2=O)C1 (stereo not given),-0.1,5,-3,-2,-6,-1,1,-3,-10
O=C(O)c1cnn(-c2nc(-c3cccc([N+](=O)[O-])c3)cs2)c1C(F)(F)F,-1.5,12,-2,-11,-17,-3,-1,-15,-9
Cn1cccc1/C=N/NC(=O)CSc1nc2ccccc2[nH]1,0.2,10,-4,-3,-7,-1,1,-8,-7
O=C(NCCc1nc2ccccc2[nH]1)/C(=C/c1ccc2c(c1)OCO2)NC(=O)c1ccccc1Cl,2.8,-2,-8,-3,0,-3,5,5,-14
Cc1ccc(S(=O)(=O)NCCN=C(CN2CCCC2)NS(=O)(=O)c2ccc(C)cc2)cc1,0.4,0,-6,-8,-1,4,-1,-1,-21
Cc1ccc(CS(=O)(=O)Cc2ccc(C(=O)NCc3ccco3)o2)cc1,1.3,2,1,-3,2,8,1,-4,-6
COc1ccccc1NCCC#N,-0.7,10,0,4,-5,13,1,-22,-7
Cc1ccc2c(CC(=O)NCC(C)(C)N3CCOCC3)coc2c1,0.3,6,-8,-3,-2,-8,2,-8,-9
Cc1ccc(OCC(=O)Nc2c3c(nn2C(C)(C)C)CS(=O)(=O)C3)cc1,6.8,4,-3,3,-6,7,2,-1,-12
COc1ccc(-c2csc(/C(C#N)=C\c3ccc(OC)c([N+](=O)[O-])c3)n2)cc1,-0.1,-5,-3,3,3,21,0,9,-5
CC(C)(C)C1=Nn2c(nnc2C2CCCCC2)SC1,0.8,3,-7,-6,-2,-33,1,-2,-9
Cc1ccc(NC(=O)CN2C(=O)S/C(=C\c3ccccn3)C2=O)cc1C,1.1,10,0,x,1,0,1,-18,x
Cc1nn(-c2cccc(Cl)c2)c2c1C(c1ccncc1)C(C#N)=C(N)O2 (stereo not given),0.8,6,-1,-6,1,-2,1,-11,-11
C/C(=N/NC(=O)c1ccco1)c1ccc(NC(=O)c2ccc(Br)o2)cc1,0.3,2,-3,-5,-8,11,3,7,-7
Cc1ccccc1NC(=S)N=Nc1c(O)n(C)c2ccc(S(=O)(=O)N3CCOCC3)cc12,2.6,2,-4,-4,0,-8,2,-1,-8
CCOC(=O)c1cnc(/N=C/N(C)C)s1,0.5,-2,-2,1,5,-10,3,1,-5
CCC1(c2ccccc2)NC(=O)N(CC(=O)Nc2cc(Cl)ccc2N2CCOCC2)C1=O (stereo not given),3.4,5,4,-9,-6,9,5,-2,1
Cc1ccc2nc(-c3ccc(N)cc3)sc2c1,0.5,9,-3,1,2,-15,1,-18,-2
O=C(O)c1cccc(-c2noc(-c3cccc(Cl)c3)n2)c1,0.3,2,0,-4,-5,-12,2,-9,-7
CCc1cc2c(=O)c(-c3nc4ccccc4[nH]3)coc2c(CN2CCCCC2)c1O,1.4,2,-5,-2,-6,9,5,-7,-34
CC(=O)c1cccc(N=c2scc(-c3ccc(S(=O)(=O)N4CCOCC4)cc3)n2CCO)c1,10,-18,-2,-11,22,32*,15,31,12
CC(=O)c1ccc(OC(=O)CCc2ccccc2)cc1,0.5,3,-4,5,1,5,1,-14,-3

# Three successive compounds out of the list so far, for reference:
SMILES,CHO-K1 Ca ag,M1 PAM,M1 ag,OXTR potentiator,CHRM4 antagonist,CHO-K1 Ca antag,CHRM4 agonist,CHRM1 antagonist,CHO parental Ca
CCc1cc2c(=O)c(-c3nc4ccccc4[nH]3)coc2c(CN2CCCCC2)c1O,1.4,2,-5,-2,-6,9,5,-7,-34
CC(=O)c1cccc(N=c2scc(-c3ccc(S(=O)(=O)N4CCOCC4)cc3)n2CCO)c1,10,-18,-2,-11,22,32*,15,31,12
CC(=O)c1ccc(OC(=O)CCc2ccccc2)cc1,0.5,3,-4,5,1,5,1,-14,-3

# Next section:
SMILES,CHO-K1 Ca ag,M1 PAM,M1 ag,OXTR potentiator,CHRM4 antagonist,CHO-K1 Ca antag,CHRM4 agonist,CHRM1 antagonist,CHO parental Ca
COc1ccc(CS(=O)(=O)c2nc(C)cc(C)c2S(C)(=O)=O)cc1,0.2,11,-7,-12,-1,-3,2,0,-2
O=C1[C@@H]2[C@H](C(=O)N1n1cnnc1)[C@H]1C=C[C@@H]2C1,1.5,10,0,-3,3,-3,1,-5,3
COc1ccccc1-c1cc(C(=O)N/N=C/c2ccc(C)o2)c2ccccc2n1,1.7,4,-2,x,-6,-7,3,-6,x
O=C(NCC1CCCN(Cc2ccccc2F)C1)c1cccc(C(F)(F)F)c1 (stereo not given),0.0,-5,-11,-6,-1,-12,1,-5,-23
Cc1cccc(C)c1N1CCN(C(=O)N2CCCCC2)CC1,0.9,8,-7,-25,2,-13,0,-8,-24
CN(C)c1cccc(C(=O)Nc2ccc(N3CCOCC3)cc2)c1,0.6,1,-4,-2,10,-5,1,-7,-9
CCOc1ccc(C(=O)NC2CC(=O)N(c3ccc4c(c3)OCCO4)C2)cc1 (stereo not given),0.2,1,-5,7,-4,-10,1,-1,-39
CC(CCc1ccccc1)NC(=O)Cc1ccccc1 (stereo not given),-0.4,3,-5,2,3,10,0,-3,-11
CC1=C(C(=O)OC(C)C)C(c2ccccc2)NC(=O)N1C (stereo not given),-0.2,5,-6,-6,-4,-5,1,-12,-8
CC(C)=CC(=O)O[C@@H]1Cc2c(ccc3ccc(=O)oc23)OC1(C)C,-0.8,10,-8,-1,-13,-12,-2,-9,-17
CC(NC(=O)CSc1n[nH]c(=O)n1C1CC1)C12CC3CC(CC(C3)C1)C2 (stereo not given),1.1,7,-3,-7,-7,-15,1,-7,-13

# High-throughput results: PubChem BioAssay, The Scripps Research Institute Molecular Screening Center
